# TAAR1 ag: human TAAR1 agonists, primary screen, Fluo-8 calcium fluorescence, CHO RD-HGA16 cells. Trace amine-associated receptor 1 (Homo sapiens), Q96RJ0. vehicle wells 0%, saturating PEA agonist 100%. activation, % at 3 µM. actives 0.99% (n = 360,000). AID 624467, 2012;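 active = activation above the mean activation of all test compounds in the run plus 3 SD, cut at about 38% in these data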
#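 System: CHO-derived RD-HGA16 cells with stable Gα16 and human TAAR1 / Times: 17-24 h plating, Fluo-8 75 min 37 °C, 30 min RT / Technique: calcium-sensitive Fluo-8 signal, excitation 470-495, emission 515-575 nm / Measure: % activation relative to PEA EC100 response / Benchmarks: DMSO and PEA EC100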
# V1aR counter: agonists of human V1a receptor, primary screen, counter-screen for OXTR agonist project, fluorescence, CHO-V1R cells; activation, % at 3 µM; Fluo-8 calcium fluorescence, agonist mode; 0% DMSO, 100% 3 nM vasopressin; actives 0.25% (n = 320,000); Vasopressin V1a receptor (Homo sapiens), P37288;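 active = activation above the mean activation of all tested compounds plus 3 SD, per screening run, cut at about 20% in these data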;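 note: signal is peak over basal fluorescence ratio across a 100 second FLIPR read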
# TAAR1 antagonist: human TAAR1 antagonists, primary screen, Fluo-8 calcium fluorescence, CHO RD-HGA16 cells | actives 1.5% (n = 360,000) | antagonist | inhibition, % at 3 µM;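 active = inhibition above a per-plate cutoff, the mean inhibition of test compounds on that plate plus 3 SD, cut at about 49% in these data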;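 note: 0% = DMSO plus EC80 beta-PEA response and 100% = DMSO alone without agonist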
#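 Test system – hTAAR1-expressing CHO RD-HGA16 cells, Gα16-coupled · Also added – β-PEA at EC80 concentration, post-compound challenge · Compound – 3 µM, single point · Incubation – dye loading 75 min at 37 °C, then 30 min room temperature · Measured by – Fluo-8 intracellular calcium dye fluorescence, real-time kinetic reads · Benchmarks – vehicle and agonist controls · Replicates – singlicate, one well per test compound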
# CHO-K1 Ca ag: counter-screen for M1 agonists: effect in parental CHO-K1 cells. actives 0.48% (n = 360,000). activation, % at 3 µM. AID 602248, 2012. Fluo-8 calcium fluorescence; scaled to maximal ATP response, vehicle zero; in the data active = activation above about 15%;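 note: untransfected CHO-K1 host cells lacking M1 receptor as counterscreen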
# CHRM1 agonist: human M1 muscarinic receptor agonists, primary screen, Fluo-8 calcium fluorescence, CHO-K1 cells, HTS; Muscarinic acetylcholine receptor M1 (Homo sapiens), P11229; CHO-K1 hM1, agonist mode; 0% DMSO, 100% acetylcholine EC100; activation, % at 3 µM; actives 0.33% (n = 360,000);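 active = activation above the run's mean compound activation plus 3 SD, cut at about 16% in these data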;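 note: peak over basal fluorescence ratio within a 140 s kinetic read after compound addition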
# Target sequence (P11229 whole entry, looked up): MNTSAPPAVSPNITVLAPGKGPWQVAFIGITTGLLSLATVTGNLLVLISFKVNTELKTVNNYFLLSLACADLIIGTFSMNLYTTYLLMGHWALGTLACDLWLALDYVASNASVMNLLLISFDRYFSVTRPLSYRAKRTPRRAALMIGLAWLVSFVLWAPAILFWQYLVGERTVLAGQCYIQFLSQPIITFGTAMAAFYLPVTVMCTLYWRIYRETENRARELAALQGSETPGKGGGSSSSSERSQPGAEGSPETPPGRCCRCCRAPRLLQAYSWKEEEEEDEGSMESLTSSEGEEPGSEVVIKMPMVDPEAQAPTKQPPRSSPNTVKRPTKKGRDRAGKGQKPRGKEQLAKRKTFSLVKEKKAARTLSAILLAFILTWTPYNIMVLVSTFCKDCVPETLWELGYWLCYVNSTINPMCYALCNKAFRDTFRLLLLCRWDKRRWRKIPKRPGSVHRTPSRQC
# CHO parental Ca: ATP-evoked calcium signal inhibitors, parental CHO, primary screen, counter-screen for OX1R antagonist project, cell-based, fluorescence, Fluo-8 calcium dye. parental CHO-K1, ATP-induced calcium, Fluo-8 fluorescence. inhibition, % at 5.6 µM. actives 0.63% (n = 330,000). AID 463079, 2010;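 active = inhibition above that plate's mean sample inhibition plus 3 SD, cut at about 26% in these data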;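 note: 0% = ATP-challenged DMSO wells and 100% = DMSO wells without ATP; some compounds past the cut are filed as inactive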
#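 Assay system: parental CHO cells; Read-out basis: percent inhibition of ATP-evoked calcium rise, normalized to controls; Benchmarks: ATP and no-ATP DMSO wells; Compound dosing: single nominal dose of 5.6 µM per compound; Signal: Fluo-8 calcium dye fluorescence; Also added: ATP as calcium-mobilizing challenge; Repeats: singlicate.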
# CHO-K1 Ca antag: counter-screen for M1 antagonists: effect in parental CHO-K1 cells | ATP-induced calcium, Fluo-8 fluorescence | inhibition, % at 3 µM | actives 0.6% (n = 360,000);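 active = inhibition above a per-plate cutoff, the plate's mean sample inhibition plus 3 SD, cut at about 24% in these data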;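 note: 0% = DMSO plus EC80 ATP and 100% = DMSO alone without ATP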
# M1 PAM parental: nonselective calcium activators in parental CHO-K1 cells, primary screen, counter-screen for M1 PAM project, cell-based, Fluo-8 calcium fluorescence, full deck, 1536-well; ATP EC20; 0% at ATP EC20, 100% at ATP max; actives 0.02% (n = 360,000); activation, % at 3 µM; AID 602247, 2012;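 active = activation above the run cutoff, the mean activation of all test compounds plus 3 SD, cut at about 40% in these data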;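 note: peak over basal fluorescence ratio in a 140 s read after ATP addition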
# OXTR potentiator: human OXTR potentiators, primary screen, fluorescence, CHO-OTR cells, Fluo-8 calcium. Fluo-8 calcium fluorescence, potentiator mode; 0% = oxytocin EC15, 100% = EC100. Oxytocin receptor (Homo sapiens), P30559. actives 0.061% (n = 320,000). activation, % at 3 µM;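 active = activation above that plate's cutoff, the mean activation of tested compounds plus 3 SD, cut at about 6.6% in these data, passing the limit was not always enough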;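 note: 100% uses oxytocin at 75 nM as the full agonist control; some results filed as inactive read as strong as hits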
# Target sequence (P30559 whole entry, looked up): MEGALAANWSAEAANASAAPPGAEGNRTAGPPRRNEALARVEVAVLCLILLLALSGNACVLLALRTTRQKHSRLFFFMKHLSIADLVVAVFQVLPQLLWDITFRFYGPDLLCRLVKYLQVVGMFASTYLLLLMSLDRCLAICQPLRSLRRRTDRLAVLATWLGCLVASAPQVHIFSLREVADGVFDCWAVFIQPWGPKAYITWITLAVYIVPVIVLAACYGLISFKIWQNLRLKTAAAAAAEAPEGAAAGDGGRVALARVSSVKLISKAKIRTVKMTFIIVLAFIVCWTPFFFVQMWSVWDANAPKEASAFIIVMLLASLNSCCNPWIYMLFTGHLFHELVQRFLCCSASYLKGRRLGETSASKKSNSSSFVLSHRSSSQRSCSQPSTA
#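 Material: human OTR in CHO cells. Compound: 3.0 µM, one dose. Timing: compound 6 min at room temperature before oxytocin, 100 s read. Evaluation: % activation of max/min ratio relative to oxytocin controls. Replication: single well per compound, singlicate. Signal: Fluo-8 calcium dye fluorescence.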
# An asterisk follows results filed as active; / = no result given.
SMILES,TAAR1 ag,V1aR counter,TAAR1 antagonist,CHO-K1 Ca ag,CHRM1 agonist,CHO parental Ca,CHO-K1 Ca antag,M1 PAM parental,OXTR potentiator
CCC(=O)N1CCc2cc(S(=O)(=O)CCC(=O)NCCc3ccc(OC)c(OC)c3)ccc21,6.5,0.1,-4.0,0.1,-0.9,-17.7,-9.0,18.3,-4.3
CC1(C)CC2CC(C)(CN2c2ncnc3ccccc23)C1 (stereo unspecified),-0.9,1.1,-30.5,3.8,-9.4,17.1,11.1,2.0,-10.6
C=CCn1c(C)cc(/C([O-])=C(/C(=S)Nc2ccc(OC(F)F)cc2)[n+]2ccc(N(C)C)cc2)c1C,2.3,0.0,9.9,0.5,-15.3,-4.3,-19.9,19.3,-7.7
CC(C(=O)N1CCCCC1)n1ncn2cccc2c1=O (stereo unspecified),11.8,1.4,4.2,0.7,-1.6,-18.5,-13.7,14.9,6.8
CC1CCN(C(=O)CN2C(=O)c3ccccc3S2(=O)=O)CC1,6.7,2.0,-2.3,0.2,-0.7,-9.3,2.5,-2.6,0.4
Cc1nc(C(F)(F)F)ccc1C(=O)N1CCC1(C)C(=O)NS(=O)(=O)c1ccccc1 (stereo unspecified),2.7,/,-15.6,-0.2,-0.7,/,-8.4,26.0,/
Cc1cc(C)c(C#N)c(Oc2ccc(O)cc2)n1,1.4,0.0,1.4,0.0,-0.8,3.4,4.1,-5.8,-1.1
CCc1cccc(NC(=O)CCc2c(C)nn(-c3ccc(N4CCCCC4)nn3)c2C)c1,2.9,3.0,4.3,5.4,-10.6,-24.6,-8.0,1.8,-7.1
NC(=O)C1CCN(S(=O)(=O)c2cccc(C(=O)O)c2)CC1,6.2,1.7,2.2,0.2,-1.7,-8.4,-10.7,21.6,-5.1
CCN1C(=O)N2C[C@H]3CON(C)[C@H]3C[C@H]2c2ccccc21,0.4,/,-23.7,0.9,-4.0,/,6.0,12.8,/
Cc1c(-n2c(SCC(C)C)nc3ccccc3c2=O)c(=O)n(-c2ccccc2)n1C,-0.6,0.2,-11.4,0.3,0.1,-18.6,-5.6,7.6,0.1
COc1ccc(NC(=O)N(C)C[C@H]2Oc3c(NC(=O)NC(C)C)cccc3C(=O)N([C@H](C)CO)C[C@@H]2C)cc1,2.8,0.8,-5.3,0.3,1.6,-5.2,-16.7,13.6,-1.8
CCN(CC)N=Nc1cccc(NC(C)=O)c1,1.8,-0.1,-4.9,1.1,-7.4,-6.8,-12.8,28.3,-4.7
CC(C)C[C@H]1CN([C@@H](CC(C)C)CN2CCCC2CN2C(=S)NC[C@@H]2Cc2ccccc2)C(=S)N1CC1CCCCC1 (stereo partly specified),0.2,/,-31.9,0.7,/,/,-17.4,19.9,/
COc1ccc(OC)c(S(=O)(=O)N2CCN(c3ccccn3)CC2)c1,0.1,1.0,14.5,1.4,-4.7,-3.4,6.2,3.6,-5.3
CSCCC(NS(=O)(=O)c1ccc2c(c1)OCCO2)C(=O)NCCc1ccccn1 (stereo unspecified),0.5,0.0,3.1,0.4,-1.4,-16.2,4.6,15.0,-11.8
CCOC(=O)c1c(NC(=O)CNC2CCCc3ccccc32)sc(C(N)=O)c1C (stereo unspecified),1.1,0.2,-34.6,0.1,-3.2,-21.1,-1.0,-1.1,8.3
COC(=O)N/N=C/c1c[nH]c2ccccc12,1.3,0.2,10.8,-0.3,-2.1,3.1,-4.9,4.9,-0.5
CC(C)CC(N)c1csc(NC(=O)Nc2ccccc2-c2ccccc2)n1 (stereo unspecified),23.4,/,22.0,0.3,-2.2,/,21.7,0.7,/
N#CCCN(C(=O)CSc1nc(-c2ccccc2)cn1N)c1ccc(F)cc1,5.7,1.5,7.6,0.7,-2.6,-9.9,-2.3,17.5,-0.2
COc1ccc(NC(=O)COc2ccc(Br)cc2)c(OC)c1,67.9*,0.6,66.8*,0.2,-2.7,1.4,-4.7,-1.5,-7.6
Oc1ccc(-c2nc(-c3ccc(F)cc3)c(-c3ccncc3)[nH]2)cc1,-1.3,-0.3,-9.1,-0.2,-5.2,-8.3,5.9,8.3,-3.1
COc1ccccc1C(O)P(=O)(OC1CCCCC1)OC1CCCCC1 (stereo unspecified),8.7,-0.8,10.0,1.2,-1.3,-22.6,3.8,-14.7,-10.8
Cc1cc(C)n2nc(C(=O)NC(C)(C)C)nc2n1,0.5,0.7,-8.1,0.1,-0.8,-1.9,3.2,-2.3,7.9
C[C@H]1CN([C@@H](C)CO)C(=O)c2cc(Br)cnc2O[C@H]1CN(C)C(=O)c1cccnc1,3.5,/,-10.0,-0.1,-1.3,/,3.9,6.0,/

# Overlap with the part before: four entries; new compounds follow.
SMILES,TAAR1 ag,V1aR counter,TAAR1 antagonist,CHO-K1 Ca ag,CHRM1 agonist,CHO parental Ca,CHO-K1 Ca antag,M1 PAM parental,OXTR potentiator
Oc1ccc(-c2nc(-c3ccc(F)cc3)c(-c3ccncc3)[nH]2)cc1,-1.3,-0.3,-9.1,-0.2,-5.2,-8.3,5.9,8.3,-3.1
COc1ccccc1C(O)P(=O)(OC1CCCCC1)OC1CCCCC1 (stereo unspecified),8.7,-0.8,10.0,1.2,-1.3,-22.6,3.8,-14.7,-10.8
Cc1cc(C)n2nc(C(=O)NC(C)(C)C)nc2n1,0.5,0.7,-8.1,0.1,-0.8,-1.9,3.2,-2.3,7.9
C[C@H]1CN([C@@H](C)CO)C(=O)c2cc(Br)cnc2O[C@H]1CN(C)C(=O)c1cccnc1,3.5,/,-10.0,-0.1,-1.3,/,3.9,6.0,/
CC1=C(C#N)C(NC(=O)c2ccccc2Cl)(C(F)(F)F)C(=O)N1 (stereo unspecified),-0.3,-0.7,3.4,0.1,-9.2,4.3,-1.1,9.4,-3.1
O=C(O)CCCSCC(=O)Nc1ccccc1,1.0,-0.2,-10.6,0.1,-3.5,9.4,-19.3,15.9,4.7
O=C(COC(=O)CCN=C1NS(=O)(=O)c2ccccc21)NC1CCCCCCC1,0.3,0.3,-35.8,1.2,-2.8,-2.9,-6.4,-0.4,-3.5
CCCC1CCC(C(=O)Nn2cnc3ccccc3c2=O)CC1 (stereo unspecified),0.4,0.8,-5.5,1.7,-6.4,-14.8,-10.4,9.6,-3.2
COc1cc(C2C(C(=O)c3ccc(C)o3)=C(O)C(=O)N2c2cc(C)on2)ccc1OCc1ccccc1 (stereo unspecified),0.1,0.5,-10.3,0.3,-2.7,-18.1,-12.5,25.5,1.3
O=C1CC[C@@H]2CC3(C[C@@H]4CCN1[C@H]24)Nc1cc(Cl)ccc1NC3=NC1CCCCC1 (stereo partly specified),1.0,/,-1.1,0.0,-10.4,/,-16.6,7.9,/
Cc1cc(C(=O)COc2ccccc2Cl)c(C)n1C1CC1,-2.6,-1.0,-5.6,-0.4,-6.7,-16.5,-16.9,11.2,-11.0
O=C1N(c2ccccc2)C(=Nc2ccccc2)SC12CC2,0.3,-0.8,-24.2,0.3,-8.2,-7.0,-2.6,-0.8,9.0
CCC(=O)Nc1ccc2c(c1)nc1n2CCN(CCOC)C1,-0.5,1.1,0.1,0.1,-3.7,2.9,-12.8,19.9,1.7
CN(C(=O)CCNC(=O)Cn1cnc2ccccc2c1=O)c1ccc(Br)cc1,1.5,1.4,-20.6,1.5,-4.7,-18.2,-17.3,-5.8,-5.8
COc1ccc(CCC(=O)Nc2cc(S(=O)(=O)N3CCCCC3)ccc2N(C)C)cc1,10.3,-0.8,-6.5,1.1,-4.5,-16.9,-7.3,8.9,-8.7
COc1ccc(C(=O)CSc2nnc(CNC(=O)c3ccccc3)o2)cc1,2.6,5.7,-14.1,5.9,0.7,-9.2,1.3,-5.3,-9.6
COc1ccc(NC(=O)CCS(=O)(=O)c2ccc(OC)cc2)cc1,14.2,1.6,0.1,0.2,-2.9,-26.9,-9.4,14.1,-16.5
CCCN1CNC(=S)N(c2ccccc2OC)C1,3.3,0.3,1.4,4.2,-4.8,0.7,3.1,-0.6,-13.3
Cc1cc(NC(=O)C2CC(=O)N(c3ccccc3C)C2)no1 (stereo unspecified),-4.1,-0.4,6.1,0.2,-1.2,-6.0,-5.0,4.3,-3.9
O=C(NCc1cccs1)c1cc2ccccc2o1,1.1,-0.3,4.2,0.5,-3.4,2.6,-12.1,15.6,-11.6
O=C1CC(c2ccccc2)CC(=O)C1Sc1ccc(Cl)cc1 (stereo unspecified),0.2,0.5,-9.1,0.2,-5.2,-3.4,-3.0,15.2,-7.5
c1ccc(-c2nccc(-c3ccco3)n2)nc1,4.2,-0.4,-4.9,0.6,-0.2,-9.2,-11.5,2.9,5.0
CCCn1nc(C(=O)NNC(=O)CSC(C)C(=O)Nc2cc(C)on2)c2ccccc2c1=O (stereo unspecified),0.8,-1.1,-37.6,-0.2,-5.5,-13.6,-9.1,19.1,5.1
COc1ccccc1C(=O)N1CCN(C(=O)[C@H]2O[C@@H](n3cnc4c(N)ncnc43)[C@H](O)[C@@H]2O)CC1,1.4,/,-1.6,0.6,-0.9,/,-17.2,7.6,/
CN(C)S(=O)(=O)c1ccc(C(=O)Nc2nc(-c3cccs3)cs2)cc1,8.0,9.8,53.8*,11.3,-1.8,7.2,12.0,10.7,-9.4
O=C(NNS(=O)(=O)c1ccc(Br)cc1)C1CCCCC1,8.1,3.9,-15.2,1.1,-13.3,-2.4,-3.3,5.8,-10.5
CCN(CC)C(=O)CSc1nc(C)cc(-c2cccs2)c1C#N,4.1,1.2,9.7,4.0,-7.2,-9.2,-14.5,22.9,-7.4
COc1ccc(Cc2nnc(N/N=C/c3ccc(N(C)C)cc3)[nH]c2=O)cc1OC,-1.4,-0.4,-15.6,-0.1,-3.8,-16.8,-21.7,14.4,-9.4
O=C(COc1ccccc1C(=O)N/N=C\c1ccc(O)c(O)c1)N/N=C/c1ccc(O)c(O)c1,/,-0.6,/,0.6,-3.5,-8.5,2.8,-1.5,-3.7

# High-throughput results: PubChem BioAssay, The Scripps Research Institute Molecular Screening Center

# Rows were taken by chance; overall some 3.3% were active at least once.
